Assay outcomes deposited in PubChem by several laboratories.
KOR beta-arrestin-1: KOR agonists, beta-arrestin recruitment, primary screen, cell-based, luminescence, uHTS (AID 1777) | KOR beta-arrestin recruitment, luminescence; higher % means a stronger effect | one-dose activation, % at 10 µM; EC50 in µM for titrated hits | 280,000 tested, 0.02% active; in the data active = activation above about 50%, passing the limit was not always enough; also: a part of the inactive calls stands beside numbers as strong as those of hits
GPR55 antagonists: GPR55 antagonists blocking LPI-driven arrestin recruitment, primary screen, imaging, U2OS, beta-arrestin-GFP, LPI agonist (AID 2013); U2OS GPR55 beta-arrestin-GFP translocation imaging, LPI antagonism; higher % means a stronger effect; inhibition, % at 10 µM, or IC50 in µM where a hit was titrated; 290,000 tested, 0.13% active;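 active = spots per cell inhibited over 60%, with over 100 cells counted and total cytoplasm intensity under 500,000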;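 also: U2OS cells stably carrying GPR55 and arrestin-GFP stimulated by 5 µM LPI near EC80; imaged beta-arrestin-GFP aggregate spots per cell after agonist stimulation; plate controls were LPI-stimulated DMSO wells for no effect and DMSO wells without LPI for full effect; some results filed as inactive read as strong as hits; confirmed hits need IC50 under 10 µM and bright autofluorescent wells are also inconclusive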
KOR beta-arrestin-2: kappa opioid receptor blockers – cell-based, luminescence, uHTS (AID 1778); KOR beta-arrestin recruitment, luminescence, antagonist mode; higher % means a stronger effect; inhibition, % at 10 µM; hits with a dose series show IC50 in µM; 290,000 tested, 0.091% active; also: strong numbers were not always called active
SV40 large T antigen: SV40 large T antigen inhibitors, biochemical (AID 1903); SV40 large T antigen ATPase/helicase inhibition assay; higher % means a stronger effect; inhibition, % at 20 µM; hits with a dose series show IC50 in µM; 310,000 tested, 0.39% active; in the data active = a potency from the dose series; also: strong numbers were not always called active
Rac1 GTP hydrolysis: MgcRacGAP GTPase-activating activity inhibitors, confirmation, biochemical, ADP Hunter fluorescence. MgcRacGAP-stimulated Rac1 GTP hydrolysis, ADP Hunter fluorescence; higher % means a stronger effect; GST-tagged Rac1 F28L mutant substrate. 340,000 tested, 0.6% active. one-dose inhibition, % at 30 µM; IC50 in µM for titrated hits;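 active = first-screen hits whose inhibition reached a set limit at any dose in the follow-up dose series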;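 also: fluorescence reports GDP produced by GAP-driven GTP hydrolysis; strong numbers were not always called active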
HEK293 NOD2/NF-kB: inhibition of NOD2-driven NF-kB reporter – cell-based, luminescence, uHTS, HEK293 (AID 1566); HEK293 NOD2/NF-kB luciferase reporter, luminescence; higher % means a stronger effect; inhibition, % at 4 µM, or EC50 in µM where a hit was titrated; 290,000 tested, 0.63% active; also: many of its hits are not listed in these tables
GPR55 activation: selective activators of receptor GPR55 – imaging, U2OS cells, beta-arrestin-GFP redistribution, primary screen (AID 1961); 290,000 tested, 0.048% active; activation, % at 10 µM, or EC50 in µM where a hit was titrated; U2OS GPR55 beta-arrestin-GFP redistribution imaging; higher % means a stronger effect;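 active = activation above 40% with more than 50 cells counted in the well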;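 also: U2OS osteosarcoma cells stably expressing GPR55 and beta-arrestin-GFP; plate controls were DMSO negative control for no effect and LPI positive control for full effect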
NOD1 inhibition: NOD1 signaling inhibitors, primary screen, cell-based, luminescence, uHTS (AID 1578); NOD1-driven NF-kB luciferase reporter cells, luminescence; higher % means a stronger effect; inhibition, % at 4 µM; hits with a dose series show EC50 in µM; 290,000 tested, 1% active; in the data active = inhibition mostly above about 36%, no sharp cut-off; inactive = mostly below about 34%;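 also: HEK-293T reporter cells stimulated with the NOD1 agonist gamma-tri-DAP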
HIV fusion peptide: inhibitors of HIV fusion peptide binding, primary screen, biochemical, uHTS, fluorescence dequenching (AID 1986); 290,000 tested, 0.3% active; cell-free peptide binding, fluorescence dequenching, 30 min; higher % means a stronger effect; inhibition, % at 20 µM, or IC50 in µM where a hit was titrated; in the data active = inhibition mostly above about 52%, no sharp cut-off; inactive = mostly below about 76%; also: some results filed as inactive read as strong as hits
* = called active by the depositor; . = no result given; [ ] = remark or other dose. Rule as the data show it, unless noted: active = inhibition above about 50%; inactive = the rest. Some of the compounds tested, so the mix of outcomes need not match the whole.

no.	NOD1 inhibition	KOR beta-arrestin-2	GPR55 antagonists	HIV fusion peptide	SV40 large T antigen	GPR55 activation	Rac1 GTP hydrolysis	HEK293 NOD2/NF-kB	KOR beta-arrestin-1	molecule
1	1%	-53%	-9%	-2.6%	18%	-1.0%	18%	1%	-5.3%	Cc1c(N=Cc2nc3ccccc3[nH]2)c(=O)n(-c2ccccc2)n1C
2	-8%	-19%	5%	0.6%	9%	0.2%	-6%	4%	-2.2%	CCC(C)NC(=O)C1c2ccccc2C(=O)N1Cc1ccccc1OC (stereo not drawn)
3	-29%	6%	9%	3.7%	13%	0.2%	3%	-45%	20%	O=c1c2ccccc2nc2ccc(N3CCOCC3)nn12
4	-12%	0%	16%	0.0%	11%	0.2%	8%	11%	-5.2%	Cn1c(=O)c2c(nc(Br)n2CCSc2nnnn2-c2ccccc2)n(C)c1=O
5	47%	19%	10%	5.8%	15%	0.6%	5%	-2%	1.3%	COc1ccc(C2=C(C=C(C#N)C#N)C(c3ccccc3C)c3ccccc3O2)cc1OC (stereo not drawn)
6	-2%	-2%	-6%	-2.4%	45%	-0.1%	12%	-5%	1.2%	COc1ccc2nc(COC(=O)c3cccs3)c(C(C)=O)[n+]([O-])c2c1
7	8%	28%	12%	1.2%	4%	-0.1%	6%	15%	3.5%	O=C(CSc1oc(-c2cccs2)nc1S(=O)(=O)c1ccc(F)cc1)NCC1CCCO1 (stereo not drawn)
8	-12%	17%	12%	-0.8%	6%	10%	6%	-11%	1.7%	Cc1ccccc1OCC(=O)Nc1nnc(C2CCCCC2)s1
9	-15%	6%	9%	-2.3%	5%	0.0%	10%	-8%	-2.0%	COC(=O)COc1cc(Br)c(/C=C2/SC(=O)N(CC(=O)N3CCCC3)C2=O)cc1OC
10	-16%	-17%	24%	-0.3%	28%	0.1%	4%	17%	-0.6%	O=C(NCc1ccco1)c1cccnc1Cl
11	-30%	-1%	4%	-0.4%	9%	-0.1%	2%	12%	-1.6%	COc1ccc(-n2c(=O)c3ccccc3n(Cc3ccccc3F)c2=O)cc1OC
12	-40%	9%	-17%	1.1%	-3%	-0.1%	9%	10%	-2.4%	CCC(C)NC(=O)Cn1cc(S(=O)(=O)N2CCN(c3ccccc3F)CC2)c2ccccc2c1=O (stereo not drawn)
13	-24%	27%	-14%	0.7%	1%	-0.1%	2%	-106%	-2.9%	COc1ccc2nc(SCc3ccccc3)nc(C)c2c1
14	-32%	18%	-5%	0.9%	1%	0.2%	2%	11%	-1.5%	O=C(Nc1ccc([N+](=O)[O-])cc1)C1CC1(c1ccccc1)c1ccccc1 (stereo not drawn)
15	-11%	-2%	0%	0.3%	8%	-0.1%	1%	11%	4.3%	O=C1CC(N2CCSCC2)C(=O)N1c1ccc(Br)cc1 (stereo not drawn)
16	-7%	8%	7%	-1.1%	25%	0.5%	8%	11%	-8.4%	CCc1cccc(NC(=S)N(CCOC)C2CCN(C(C)=O)CC2)c1
17	-30%	26%	13%	15%	0%	0.2%	5%	-22%	-2.1%	Cc1cccc(C(=O)N[C@H](C(=O)Nc2cc(S(=O)(=O)N3CCCCC3)ccc2C)C(C)C)c1
18	-27%	-6%	-3%	2.3%	3%	0.1%	5%	3%	-4.9%	COc1ccccc1NC(=O)c1ccccc1-c1ccccc1C(=O)O
19	-9%	-42%	7%	-0.8%	20%	0.3%	5%	5%	-2.0%	Cc1cccc(N(CC(=O)N2CCOCC2)S(C)(=O)=O)c1C
20	-23%	27%	3%	0.6%	5%	0.0%	5%	11%	1.9%	COc1ccc(S(=O)(=O)NCCCN2CCOCC2)cc1F
21	-45%	-302%	-10%	-0.7%	8%	0.2%	-5%	-80%	42%	O=C(NC(=S)Nc1ccc(NC(=O)c2cccs2)cc1)c1cc2ccccc2o1
22	30%	15%	22%	4.7%	7%	0.2%	2%	24%	1.3%	Cc1c(C(=O)Nc2nccs2)sc2nc(-c3cccs3)cc(C(F)(F)F)c12
23	-6%	12%	-4%	1.6%	11%	-0.3%	11%	-10%	9.0%	O=C(CCN1C(=O)/C(=C/c2ccccc2)SC1=S)NNC(=O)c1cccnc1
24	-11%	-15%	8%	0.0%	8%	-0.1%	7%	2%	-0.8%	Cc1cccc(C)c1NC(=O)c1cc2c(=O)c3ccccc3oc2nc1C(F)(F)F
25	-39%	16%	-11%	-0.8%	18%	-0.2%	6%	15%	-2.0%	O=C(CCCc1nc2ccccc2s1)NCc1cccnc1
26	7%	-12%	7%	-2.2%	-4%	0.2%	9%	-30%	0.3%	CSc1nc2n(n1)C(c1cccc(F)c1)C(C(=O)Nc1ccc(C)cc1C)=C(C)N2 (stereo not drawn)
27	-78%	-4%	9%	-1.5%	-1%	-0.2%	6%	-71%	-2.1%	O=C(Nc1nc2c(F)c(F)c(F)cc2s1)c1ccco1
28	-9%	-41%	12%	-2.4%	-1%	-0.1%	.	-5%	2.6%	C#CCOC(=O)CCC(=O)Nc1cc(OC)nc(OC)n1
29	39%	-25%	2%	-0.7%	11%	-0.1%	5%	22%	-1.5%	COc1ccc(CNC(=O)Cc2nn(C)c(=O)c3ccccc23)cc1
30	-26%	-23%	-9%	3.0%	3%	0.0%	-1%	15%	-2.7%	CS(=O)(=O)CCC(C(=O)N1CCOCC1)N1C(=O)c2cc(Cl)c(Cl)cc2C1=O (stereo not drawn)

Copied from the list.
For KOR beta-arrestin-1, `Cn1c(=O)c2c(nc(Br)n2CCSc2nnnn2-c2ccccc2)n(C)c1=O` has the entry -5.2%
For GPR55 antagonists, `O=C1CC(N2CCSCC2)C(=O)N1c1ccc(Br)cc1` (stereo not drawn) has the entry 0%
For KOR beta-arrestin-1, `O=C(Nc1ccc([N+](=O)[O-])cc1)C1CC1(c1ccccc1)c1ccccc1` (stereo not drawn) has the entry -1.5%
For GPR55 activation, `O=c1c2ccccc2nc2ccc(N3CCOCC3)nn12` has the entry 0.2%

Continuation:
no.	NOD1 inhibition	KOR beta-arrestin-2	GPR55 antagonists	HIV fusion peptide	SV40 large T antigen	GPR55 activation	Rac1 GTP hydrolysis	HEK293 NOD2/NF-kB	KOR beta-arrestin-1	molecule
31	8%	32%	20%	-1.7%	3%	-0.1%	10%	21%	-0.9%	Cc1cc(C)c(C#N)c(Oc2ccccc2)n1
32	-39%	40%	6%	3.0%	13%	-0.4%	7%	4%	-1.3%	CCn1cc(C(=O)NCCCN2CCCC(C)C2)c(=O)c2cc(S(=O)(=O)N3CCc4ccccc4C3)ccc21 (stereo not drawn)
33	-4%	1%	-20%	-1.3%	14%	-0.3%	8%	-13%	8.6%	CCOC(=O)c1ccc(-c2ccc(C(=O)Nc3cccnc3)o2)cc1
34	.	-10%	18%	-1.8%	-5%	-0.1%	7%	22%	0.5%	Cc1ccc(NC(=O)C2CCCN(S(=O)(=O)c3cccs3)C2)cc1 (stereo not drawn)
35	-24%	.	-1%	2.0%	-8%	0.2%	4%	9%	1.6%	O=P(c1ccccc1)(c1ccccc1)N(c1ccccc1)c1ccccc1
36	-17%	7%	-3%	3.1%	6%	0.8%	10%	16%	2.8%	COC(=O)c1nn(-c2ccc(C)cc2)c2nnc(Cc3ccccc3)c(=O)n12
37	-6%	0%	2%	0.9%	7%	0.3%	-3%	9%	-1.8%	Cc1[nH]c2ccccc2c(=O)c1CN1CCCCC1
38	-29%	-20%	3%	-1.4%	3%	0.0%	5%	-6%	-0.9%	COc1cccc(CN2CC(C(=O)NCCn3ccc(C)n3)CCC2=O)c1 (stereo not drawn)
39	11%	-12%	1%	-2.9%	7%	-2.3%	9%	-3%	11%	CCOC(=O)c1oc2cc(O)ccc2c(=O)c1-c1ccccc1OC
40	-29%	34%	-2%	1.1%	5%	0.2%	-8%	-6%	-3.8%	CCOC(=O)C1CCCN(C(=O)C2CC(=O)N(c3ccc(C)cc3)C2)C1 (stereo not drawn)
41	2%	12%	-4%	-1.3%	.	-0.1%	5%	-120%	8.7%	Cc1cccc(-n2ncc3c(N(C)Cc4ccccc4)ncnc32)c1
42	-18%	10%	26%	-2.9%	-6%	0.0%	11%	2%	3.4%	C=CCN1C(=O)C2(C(C(=O)c3ccc(C)o3)=C(O)C(=O)N2CCCN2CCOCC2)c2ccccc21 (stereo not drawn)
43	.	22%	4%	-0.6%	2%	-0.1%	7%	-46%	1.9%	Cc1ccc(OCc2nnc(SCC(=O)Nc3ccc4c(c3)OCO4)n2C)cc1
44	-12%	-22%	-6%	8.3%	6%	0.1%	4%	14%	2.3%	CCOc1ccc(CN2CCNC(=O)C2CC(=O)NCc2ccccn2)cc1 (stereo not drawn)
45	-38%	-36%[20 µM]	-3%	0.5%	-2%	-0.1%	14%	-19%	-3.8%	COC(=O)Cc1ccc(NC(=S)N2CCN(C)CC2)cc1
46	-24%	-18%	-18%	-0.5%	11%	0.7%	3%	5%	-2.1%	C/C(=N\NC(=O)c1ccc(O)cc1)c1ccc(N2CCOCC2)cc1

Just NOD1 inhibition, KOR beta-arrestin-1 and KOR beta-arrestin-2, for some of the entries so far:
cpd | molecule | NOD1 inhibition | KOR beta-arrestin-1 | KOR beta-arrestin-2
13 | COc1ccc2nc(SCc3ccccc3)nc(C)c2c1 | -24% | -2.9% | 27%
22 | Cc1c(C(=O)Nc2nccs2)sc2nc(-c3cccs3)cc(C(F)(F)F)c12 | 30% | 1.3% | 15%

One compound at a time, as listed above. Order of screens: NOD1 inhibition, KOR beta-arrestin-2, GPR55 antagonists, HIV fusion peptide, SV40 large T antigen, GPR55 activation, Rac1 GTP hydrolysis, HEK293 NOD2/NF-kB, KOR beta-arrestin-1
Entry for `CCOC(=O)c1oc2cc(O)ccc2c(=O)c1-c1ccccc1OC` : 11%, -12%, 1%, -2.9%, 7%, -2.3%, 9%, -3%, 11%
Entry for `Cc1ccc(OCc2nnc(SCC(=O)Nc3ccc4c(c3)OCO4)n2C)cc1` : ., 22%, 4%, -0.6%, 2%, -0.1%, 7%, -46%, 1.9%
Entry for `Cc1cccc(-n2ncc3c(N(C)Cc4ccccc4)ncnc32)c1` : 2%, 12%, -4%, -1.3%, ., -0.1%, 5%, -120%, 8.7%
Entry for `Cc1[nH]c2ccccc2c(=O)c1CN1CCCCC1` : -6%, 0%, 2%, 0.9%, 7%, 0.3%, -3%, 9%, -1.8%
Entry for `COC(=O)Cc1ccc(NC(=S)N2CCN(C)CC2)cc1` : -38%, -36%[20 µM], -3%, 0.5%, -2%, -0.1%, 14%, -19%, -3.8%
